Assay outcomes: PubChem BioAssay, several laboratories
Rac1 GTP hydrolysis: MgcRacGAP GTPase-activating activity inhibitors, confirmation, biochemical, ADP Hunter fluorescence | AID 624330, 2012 | inhibition, % at 30 µM, or IC50 in µM where a hit was titrated | MgcRacGAP-stimulated Rac1 GTP hydrolysis, ADP Hunter fluorescence; higher % means a stronger effect; GST-tagged Rac1 F28L mutant substrate | Rac GTPase-activating protein 1 (Homo sapiens) | 340,000 tested, 0.6% active;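 active means first-screen hits whose inhibition reached a set limit at any dose in the follow-up dose series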;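 further: fluorescence reports GDP produced by GAP-driven GTP hydrolysis; strong numbers were not always called active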
LYP phosphatase: inhibitors of LYP phosphatase, biochemical, fluorescence intensity, uHTS (AID 1779); inhibition, % at 11.5 µM, or IC50 in µM where a hit was titrated; 290,000 tested, 0.054% active; Tyrosine-protein phosphatase non-receptor type 22 (Homo sapiens); recombinant LYP phosphatase, fluorescence intensity; higher % means a stronger effect; in the data active means inhibition above about 50%;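 further: plate controls were vehicle with enzyme for no effect and no enzyme for full effect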
T cell HTS: modulators of CD8 T cell-vesicle binding, primary screen, mouse 2C CD8+ T cells, flow cytometry; 2C CD8+ T cell-vesicle binding; hits give low values; calls only at 7 µM; 330,000 tested, 0.068% active; AID 2052, 2009;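 active means response, share of CD8 T cells binding vesicles, and their 90th percentile fluorescence all below set limits, cut at about 80% in these data, passing the limit was not always enough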
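Material: 2C TCR transgenic mouse naive CD8+ T cells, MACS-purified. Also added: QL9-charged Drosophila Ld/ICAM-1/B7-1 vesicles. Timing: binding 1.5 h at 37 °C. Measured by: high-throughput flow cytometry with anti-B7-1 and anti-CD8 staining. Read-out: percent CD8+ FL2 mean versus row control. Controls: Unloaded micro-vesicles (low), QL9 vesicles with 0.7% DMSO (high).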
GPR55 activation: GPR55 agonists via beta-arrestin recruitment, primary screen, imaging, U2OS cells, beta-arrestin-GFP redistribution (AID 1961). U2OS GPR55 beta-arrestin-GFP redistribution imaging; higher % means a stronger effect. one-dose activation, % at 10 µM; EC50 in µM for titrated hits. 290,000 tested, 0.048% active;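 active means activation above 40% with more than 50 cells counted in the well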;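 further: U2OS osteosarcoma cells stably expressing GPR55 and beta-arrestin-GFP; plate controls were DMSO negative control for no effect and LPI positive control for full effect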
NTR1 agonist: agonists of NTR1, primary screen, imaging, U2OS cells, beta-arrestin-GFP, high content (AID 493036). NTR1-U2OS beta-arrestin-GFP spot imaging, agonist mode. 330,000 tested, 0.17% active. activation, % at 20 µM. Neurotensin receptor type 1 (Homo sapiens), P30989;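 active means activation at or above 40% of the spot to cytoplasm intensity ratio, with at least 20 cells analyzed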;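 further: 0% = DMSO without peptide and 100% = 100 nM NTR1 peptide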
Target sequence (P30989 whole entry, looked up): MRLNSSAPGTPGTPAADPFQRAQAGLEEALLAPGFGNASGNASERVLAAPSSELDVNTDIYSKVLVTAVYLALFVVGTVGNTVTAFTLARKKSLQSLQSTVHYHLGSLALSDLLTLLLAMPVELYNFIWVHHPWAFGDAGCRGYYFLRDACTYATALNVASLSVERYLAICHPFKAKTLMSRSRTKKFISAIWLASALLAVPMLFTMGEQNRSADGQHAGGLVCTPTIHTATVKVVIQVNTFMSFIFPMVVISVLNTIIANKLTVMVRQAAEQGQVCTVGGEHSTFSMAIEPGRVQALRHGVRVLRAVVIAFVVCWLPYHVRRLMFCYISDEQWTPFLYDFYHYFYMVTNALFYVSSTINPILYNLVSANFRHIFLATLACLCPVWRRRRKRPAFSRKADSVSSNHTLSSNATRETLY
Large T inhibition: SV40 large T antigen inhibitors, biochemical (AID 1903). inhibition, % at 20 µM; hits with a dose series show IC50 in µM. 310,000 tested, 0.39% active. SV40 large T antigen ATPase/helicase inhibition assay; higher % means a stronger effect; in the data active means a potency from the dose series; further: strong numbers were not always called active
Lipid droplet: inhibitors of hepatocyte lipid droplet formation, primary screen, imaging, high-throughput imaging, BODIPY stain; AML12 mouse hepatocytes, oleate lipid droplets; inhibition, % at 6.5 µM; 240,000 tested, 0.4% active; AID 1656, 2009;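 active means lipid droplet intensity inhibited by at least 50%, with more than 500 cells counted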
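Test system: AML12 hepatocytes (mouse); reagent: oleate loading, 100 µM; dosing: one dose, 6.5 µM compound; incubation: overnight exposure; signal: fluorescence imaging, 20x objective, two fields per well; read-out basis: % inhibition of corrected integrated BODIPY droplet signal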
GPR55 antagonists: GPR55 antagonists blocking LPI-driven arrestin recruitment, primary screen, imaging, U2OS, beta-arrestin-GFP, LPI agonist (AID 2013) | inhibition, % at 10 µM, or IC50 in µM where a hit was titrated | U2OS GPR55 beta-arrestin-GFP translocation imaging, LPI antagonism; higher % means a stronger effect | 290,000 tested, 0.13% active | G-protein coupled receptor 55 (Homo sapiens);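 active means spots per cell inhibited over 60%, with over 100 cells counted and total cytoplasm intensity under 500,000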;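 further: U2OS cells stably carrying GPR55 and arrestin-GFP stimulated by 5 µM LPI near EC80; imaged beta-arrestin-GFP aggregate spots per cell after agonist stimulation; plate controls were LPI-stimulated DMSO wells for no effect and DMSO wells without LPI for full effect; some results filed as inactive read as strong as hits; confirmed hits need IC50 under 10 µM and bright autofluorescent wells are also inconclusive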
GPR35 arrestin U2OS: GPR35 antagonists blocking zaprinast-driven arrestin recruitment, primary screen, imaging, U2OS, beta-arrestin-GFP, zaprinast agonist (AID 2058); 290,000 tested, 0.052% active; U2OS GPR35 beta-arrestin-GFP translocation imaging, zaprinast antagonism; higher % means a stronger effect; one-dose inhibition, % at 10 µM; IC50 in µM for titrated hits; G-protein coupled receptor 35 (Homo sapiens);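 active means inhibition of at least 50% with at least 30 cells and total cytoplasm GFP at most 10,000,000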
Lipid droplet cells 6.5 µM: second read-out of Lipid droplet, no call of its own (marks repeat the call); cell count; measured here: cell count, cytotoxicity flag;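 cells counted across two imaged fields per well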
T cell HTS vesicle-bound %: further read-out of T cell HTS, marked with its call; double positive events, %; measured here: CD8+ vesicle-bound cell fraction;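 binding gate set so that unloaded-vesicle control wells show 10% double positive cells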
NTR1 agonist cell count 20 µM: second read-out of NTR1 agonist, no call of its own (marks repeat the call); cell count; measured here: cell count, cytotoxicity flag
Starred values were filed as active, the others as inactive; i = inactive; / = not tested or not shown.

SMILES | Rac1 GTP hydrolysis | LYP phosphatase | T cell HTS | T cell HTS vesicle-bound % | GPR55 activation | NTR1 agonist | NTR1 agonist cell count 20 µM | Large T inhibition | Lipid droplet | Lipid droplet cells 6.5 µM | GPR55 antagonists | GPR35 arrestin U2OS
O=C(OCC(=O)N1CCc2ccccc21)c1ccc[nH]c1=O | 3% | -3% | i | 35 | -0.1% | 1.8 | 47 | 4% | 5 | 663 | -20% | 8%
COc1ccccc1C(=O)COC(=O)c1cc([N+](=O)[O-])ccc1N1CCOCC1 | 3% | / | i | 24 | / | 2.5 | 59 | 5% | / | / | / | /
N/C(Cc1ccc([N+](=O)[O-])cc1)=N\OC(=O)c1ccc([N+](=O)[O-])cc1 | 9% | -7% | i | 37 | -0.1% | -0.6 | 45 | 7% | 16 | 755 | 10% | 3%
COc1ccccc1C(=O)NCCC(=O)NCCc1ccccc1 | 4% | 0% | i | 71 | 0.0% | -0.6 | 82 | 8% | -13 | 709 | 10% | 8%
CC(C)(C)c1ccc(-c2cc(-c3ccccc3O)[nH]n2)cc1 | 9% | -2% | i | 53 | -0.1% | 8.5 | 69 | 5% | 2 | 830 | 2% | 5%
Cc1noc(C)c1S(=O)(=O)Nc1ccc(C(=O)N2CCCCC2)cc1 | 17% | -10% | i | 14 | 0.5% | 0.5 | 44 | 2% | -3 | 722 | -11% | 2%
COc1ccc(C(=O)NCc2ccon2)cc1OC1CCN(C(C)C)CC1 | -4% | -8% | i | 12 | 0.2% | -0.2 | 78 | 6% | 8 | 708 | 4% | -1%
COc1cc(/C=N\NC(=O)Cn2nnc3ccccc32)cc(OC)c1OC | 4% | 3% | i | 52 | -0.4% | -0.1 | 61 | 5% | 2 | 654 | -2% | -16%
CC(=O)c1c(C)[nH]c(C(=O)OCC(=O)NCC(C)C)c1C | 7% | -1% | i | 42 | 0.2% | 1.9 | 50 | 8% | -5 | 712 | 1% | -8%
O=C(C1CCN(S(=O)(=O)c2cccnc2)CC1)N1CCN(c2ccc(Cl)cc2)CC1 | -6% | -6% | i | 43 | -0.1% | 2.0 | 57 | 7% | -14 | 684 | 0% | -16%
CC(=O)n1cc([C@H]2C=C(C(=O)Nc3ccccc3)O[C@@H](OCCCCO)C2)c2ccccc21 | 9% | -4% | i | 17 | -0.1% | 4.6 | 81 | 0% | -4 | 693 | -10% | -8%
COc1ccccc1NC(=O)c1cc(OC)c(OC)cc1[N+](=O)[O-] | 3% | -7% | i | 6 | 0.1% | 2.4 | 45 | 3% | 4 | 659 | 0% | -12%
O=C(CN1C(=O)NC2(CCOc3ccccc32)C1=O)Nc1ccc2c(c1)OCCO2 (centres undefined) | 10% | -5% | i | 22 | 0.4% | -1.9 | 71 | 0% | 1 | 759 | 1% | -6%
COCCN(C)Cc1nc(C(c2ccccc2)c2ccccc2)no1 | 2% | -10% | i | 56 | -0.1% | 0.1 | 51 | 4% | 0 | 841 | 3% | -7%
CCOc1ccc(S(=O)(=O)N2CCCCC2)c2ccccc12 | 2% | -2% | i | 26 | -0.3% | -1.3 | 96 | 8% | / | / | 4% | 8%
CC(CCN1CCN=C1Nc1ccccc1)c1ccccc1 (centres undefined) | 9% | -9% | i | 44 | -0.3% | 3.7 | 51 | 7% | / | / | 11% | 0%
COCCC(=O)N1CCC(Oc2ccc(C(=O)NCCc3ccccn3)cc2)CC1 | 7% | -8% | i | 75 | -0.1% | 0.5 | 65 | 8% | 6 | 818 | 15% | -4%
CN(C)CCCNC(=S)N1CCn2c(nc3ccccc32)C1 | 12% | -6% | i | 45 | -0.3% | -0.4 | 40 | 8% | 23 | 691 | 12% | 5%
OC1CCCN(Cc2ccc3c(c2)Cc2ccccc2-3)C1 (centres undefined) | 16% | -1% | i | 49 | -0.1% | 1.1 | 54 | 2% | / | / | -3% | 1%
CCCCCCCCC(=O)NNC(=O)c1c(O)c2ccccc2n(CCC)c1=O | -7% | 0% | i | 50 | -0.7% | 5.5 | 50 | 6% | -4 | 724 | -4% | 7%
COc1ccc(C(CC(=O)NCc2ccccc2)C(C)C)cc1 (centres undefined) | 5% | -2% | i | 13 | 0.2% | 0.4 | 58 | 6% | -23 | 700 | 3% | 11%
CCOC(=O)N1CCC(NC(=O)c2cc(COc3ccc(F)cc3Cl)on2)CC1 | 2% | -6% | i | 8 | -0.1% | -0.4 | 69 | 14% | -6 | 871 | 0% | 19%
COC(=O)CS(=O)(=O)c1nnc([C@H](Cc2ccccc2)NC(=O)OC(C)(C)C)o1 | -3% | 1% | i | 56 | -0.1% | 5.8 | 46 | 13% | 3 | 652 | 13% | 30%
O=C(COC(=O)c1cc[n+]([O-])cc1)Nc1ccc(Cl)cc1[N+](=O)[O-] | 5% | -5% | i | 27 | -0.4% | 0.5 | 34 | 4% | 4 | 694 | 15% | -9%
COc1cccc(-c2csc(N3CCN(C(=S)Nc4ccccc4Cl)CC3)n2)c1 | -9% | -2% | i | 41 | -0.3% | 0.1 | 51 | -1% | / | / | -11% | 7%
NC(=O)COC(=O)c1sc2ccccc2c1Cl | 6% | -9% | i | 27 | -0.2% | -1.2 | 45 | 21% | 0 | 709 | -10% | -2%
Cc1cc(/C=C2/SC(=O)N(CC(=O)N3CCCC3)C2=O)ccc1N1CCOCC1 | 4% | 6% | i | 22 | 0.1% | 1.5 | 49 | 5% | -2 | 629 | 9% | -14%
O=C(CCc1ccccc1)n1nc(-c2ccco2)nc1SCc1ccccc1 | 2% | -6% | / | / | -0.2% | / | / | 0% | / | / | 4% | 10%
CCOC(=O)c1[nH]c2ccc(OC)cc2c1NC(=O)CN1CCSCC1 | 13% | -12% | i | 30 | 0.4% | -2.4 | 84 | 18% | / | / | 11% | -12%
CC(NC(=O)c1cccc2ccccc12)c1ccc2c(c1)CCCC2 (centres undefined) | 5% | 13% | i | 47 | 0.0% | 1.7 | 50 | 12% | 58* | 688* | 2% | 10%
COc1ccc2c(c1)OCC1=C2CCC2(C)C(=O)CC=C12 (centres undefined) | / | -9% | i | 54 | 0.2% | -0.2 | 58 | 6% | 30 | 779 | 6% | 0%
Cc1ccc(C(=O)CSc2nnc(COc3ccccc3)o2)cc1 | -13% | -5% | i | 55 | 0.6% | -1.0 | 24 | 5% | 12 | 721 | 14% | -4%
O=C(c1ccc(F)cc1)N1CCCC(C(=O)N2CCN(c3ccccc3)CC2)C1 (centres undefined) | 16% | -9% | i | 34 | -0.1% | -1.6 | 68 | 4% | 20 | 762 | 3% | -5%
COc1ccccc1CNC(=O)COc1ccc(C)nc1[N+](=O)[O-] | -4% | -5% | i | 4 | 0.7% | 1.6 | 48 | 13% | -1 | 662 | -6% | -9%
CN1CC=C2C(C#N)=C(N)C(C#N)(C#N)C(Cc3ccccc3)C2C1 (centres undefined) | 2% | -5% | i | 59 | 0.2% | / | / | 12% | 23 | 682 | 25% | 53%*
NC(=O)c1ccc(NC(=O)CCCNC(=O)c2ccc(Cl)cc2)cc1 | 4% | -9% | i | 43 | -0.1% | 0.2 | 98 | 9% | / | / | -10% | 1%

3 of the compounds above, with values under each structure:
The line under a structure holds: Rac1 GTP hydrolysis	LYP phosphatase	T cell HTS	T cell HTS vesicle-bound %	GPR55 activation	NTR1 agonist	NTR1 agonist cell count 20 µM	Large T inhibition	Lipid droplet	Lipid droplet cells 6.5 µM	GPR55 antagonists	GPR35 arrestin U2OS
- CC(NC(=O)c1cccc2ccccc12)c1ccc2c(c1)CCCC2 (centres undefined)
    5%	13%	i	47	0.0%	1.7	50	12%	58*	688*	2%	10%
- COc1ccc2c(c1)OCC1=C2CCC2(C)C(=O)CC=C12 (centres undefined)
    /	-9%	i	54	0.2%	-0.2	58	6%	30	779	6%	0%
- Cc1ccc(C(=O)CSc2nnc(COc3ccccc3)o2)cc1
    -13%	-5%	i	55	0.6%	-1.0	24	5%	12	721	14%	-4%

(list continues)
SMILES | Rac1 GTP hydrolysis | LYP phosphatase | T cell HTS | T cell HTS vesicle-bound % | GPR55 activation | NTR1 agonist | NTR1 agonist cell count 20 µM | Large T inhibition | Lipid droplet | Lipid droplet cells 6.5 µM | GPR55 antagonists | GPR35 arrestin U2OS
Cc1ccc(OCCSc2ncnc3sc(C)c(C)c23)cc1C | 9% | -4% | i | 8 | -0.3% | -3.1 | 102 | -6% | / | / | 13% | 16%
CCN1CCN(C(=O)c2cccc(OC3CCN(S(=O)(=O)N(C)C)CC3)c2)CC1 | 9% | -8% | i | 4 | 0.4% | 1.5 | 64 | 27% | -9 | 674 | 4% | -8%
CCOC(=O)C1=C(N)c2ccccc2CC1C(C)C (centres undefined) | 9% | -2% | i | 60 | -0.1% | 2.8 | 57 | 0% | 2 | 733 | 3% | -4%
CNC(=O)c1nnn(Cc2ccccc2)c1NC(C)=O | 14% | -2% | i | 40 | -0.2% | 3.1 | 103 | 3% | -8 | 682 | -14% | 10%
NC(=O)c1ccccc1NC(=O)CSc1nc2c(c(=O)[nH]1)CCCC2 | 5% | -10% | i | 43 | 0.2% | -1.2 | 59 | 10% | -12 | 714 | 16% | -5%
COc1ccc(C(=O)CSc2ccc(-c3ccc(C)cc3)nn2)cc1 | -5% | 6% | i | 7 | -0.3% | 2.8 | 62 | 10% | 7 | 699 | 8% | 2%
Cn1c(=O)c2c(ncn2CCOc2ccc(F)cc2)n(C)c1=O | 7% | -15% | i | 20 | 0.3% | -1.0 | 45 | 0% | 14 | 793 | -12% | 14%
O=C(CSc1ncnc2ccccc12)NCCCO | 12% | -1% | i | 43 | 0.3% | -1.0 | 46 | / | -26 | 665 | 8% | 6%
Cc1ccc(-c2noc(-c3ccccc3C(=O)NCc3ccco3)n2)cc1 | 7% | -4% | i | 16 | -0.3% | 1.6 | 51 | 2% | -15 | 714 | -4% | 7%
CCOc1ccc(NC(=S)N2CCCCCC2)cc1 | 0% | -8% | i | 57 | 0.6% | 0.8 | 52 | 7% | 6 | 715 | 4% | -9%
